Scp1 inh: Scp-1 phosphatase inhibitors, primary screen, biochemical, colorimetric, uHTS. Carboxy-terminal domain RNA polymerase II polypeptide A small phosphatase 1 (Homo …. Recombinant Scp1, phosphopeptide, malachite green phosphate absorbance. inhibition, % at 20 µM. 340,000 compounds, 0.88% hits;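 active = inhibition above about 50% at 20 µM, limit read from the data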;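 also: plate controls were DMSO wells with enzyme for no effect and wells lacking enzyme for full effect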
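System: SCP-1 catalytic domain; Reagent: Phospho 17-mer peptide substrate; Doses: one concentration, 20 µM, with 1.0% DMSO; Incubation: 45 min room-temperature reaction, 5 min colour, 30 min stabiliser; Signal: Phosphate-binding colour reagent, absorbance read at 630 nm.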
NadD inh: inhibitors of S. aureus NadD, primary screen, biochemical, colorimetric, uHTS. 360,000 compounds, 0.78% hits. purified NadD enzyme, colorimetric absorbance read-out. Nicotinate-nucleotide adenylyltransferase NadD (Staphylococcus aureus N315). inhibition, % at 20 µM; in the data active = inhibition above about 26%; also: some compounds past the cut are filed as inactive
Rpn11 inh: Rpn11 (PSMD14) deubiquitinase inhibitors, primary screen, biochemical, fluorescence polarization, uHTS; 26S proteasome non-ATPase regulatory subunit 14 (Homo sapiens), O00487; human 26S proteasome, Ub4-pepOG fluorescence polarization; 20S core pre-blocked with epoxomicin; calls only at 20 µM; 360,000 compounds, 0.59% hits;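 active = inhibition at 20 µM, scaled to each plate's controls, above about 33%, limit read from the data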
SKN-1 block: suppressors of acrylamide-induced Pgst-4::GFP reporter in worms, primary screen, SKN-1 inhibitor project, whole organism, uHTS, GFP/RFP fluorescence ratio, strain VP596. 360,000 compounds, 0.49% hits. inhibition, % at 21.8 µM. C. elegans VP596 Pgst-4::GFP/RFP ratio, 24 h;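 active = interference check ratio from 0.5 to 1.5 plus GFP to RFP signal ratio inhibition reaching or exceeding a fixed threshold, cut at about 30% in these data, passing the limit was not always enough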; also: some compounds called inactive have numbers as strong as hits
SUMO1-SIM PPI: modulators of SUMO1 protein-protein interactions, primary screen, biochemical, uHTS | Small ubiquitin-related modifier 1 (Homo sapiens), P63165 | SUMO1 binding to a labelled peptide, TR-FRET, 1 h | inhibition, % at 20 µM | 360,000 compounds, 0.33% hits; in the data active = inhibition above about 37%
LMPTP inh: LMPTP phosphatase inhibitors, primary screen, biochemical, fluorescence intensity, uHTS; Low molecular weight phosphotyrosine protein phosphatase (Homo sapiens), P24666; inhibition, % at 20 µM; recombinant LMPTP-A, OMFP fluorogenic substrate; AID 651560, 2012; 360,000 compounds, 0.22% hits;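 active = compounds that cut the enzyme signal by at least half of the control window in the single-dose screen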;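 also: plate controls were DMSO wells with enzyme plus substrate for no effect and substrate without enzyme for full effect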
Target sequence (P24666 whole entry, looked up): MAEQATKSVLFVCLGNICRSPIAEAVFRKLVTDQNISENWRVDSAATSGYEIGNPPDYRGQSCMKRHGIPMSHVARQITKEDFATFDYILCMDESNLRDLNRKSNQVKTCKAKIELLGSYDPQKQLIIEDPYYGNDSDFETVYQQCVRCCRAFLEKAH
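Test system: LMPTP-A, protein tyrosine phosphatase of low molecular weight; Input: 0.625 nM enzyme; Incubation: 50 min dark incubation at room temperature; Signal: endpoint fluorescence intensity from OMFP dephosphorylation; Read-out basis: % inhibition versus control wells.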
MT1-MMP act inh: blockers of MT1-MMP proenzyme processing, primary screen, HT1080 RFP-PRO-GFP cells, GFP/RFP fluorescence. Matrix metalloproteinase-14 (Homo sapiens), P50281. GFP/RFP ratio fluorescence, overnight; percent of plate control window, DMSO zero. GFP/RFP ratio change, % at 20 µM. 360,000 compounds, 0.061% hits;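 active = GFP/RFP ratio change of at least 30% with cell ATP level not reduced by more than half and red fluorescence within 50% of control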; also: strong numbers were not always called active
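Assay system – RFP-PRO-GFP reporter HT1080 cells · Compound dosing – single dose of 20 µM compound, 1% DMSO final · Incubation – overnight compound exposure at 37 °C · Measure – GFP/RFP fluorescence ratio · Benchmarks – DMSO wells and RFP-L50D-GFP cells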
STEP inh: STEP phosphatase inhibitors, primary screen, biochemical, fluorescence intensity, uHTS; Tyrosine-protein phosphatase non-receptor type 5 (Homo sapiens), P54829; inhibition, % at 20 µM; AID 588621, 2011; 360,000 compounds, 0.25% hits; recombinant STEP, OMFP fluorogenic substrate;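 active = inhibition at 20 µM, scaled per plate between control wells, above about 37%, limit read from the data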;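 also: 0% = DMSO with enzyme and substrate and 100% = substrate only without enzyme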
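System: STEP phosphatase, cell-free reaction; Buffer or medium: Bis-Tris pH 6.0 buffer with DTT, detergent; Incubation: 20 min at room temperature, dark; Measured by: fluorescence, 480/540 nm.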
NRP1-CendR mod: modulators of CendR peptide binding to NRP-1, primary screen, biochemical, fluorescence polarization, uHTS; Neuropilin-1 (Homo sapiens), O14786; FAM-RPARPAR peptide binding to NRP-1; inhibition, % at 25 µM; 360,000 compounds, 0.85% hits; AID 602438, 2012;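 active = inhibition or corrected inhibition above about 18%, plus a signal ratio from 0.5 to 1.5, limit read from the data, passing the limit was not always enough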; also: strong numbers were not always called active
Target sequence (O14786 whole entry, looked up): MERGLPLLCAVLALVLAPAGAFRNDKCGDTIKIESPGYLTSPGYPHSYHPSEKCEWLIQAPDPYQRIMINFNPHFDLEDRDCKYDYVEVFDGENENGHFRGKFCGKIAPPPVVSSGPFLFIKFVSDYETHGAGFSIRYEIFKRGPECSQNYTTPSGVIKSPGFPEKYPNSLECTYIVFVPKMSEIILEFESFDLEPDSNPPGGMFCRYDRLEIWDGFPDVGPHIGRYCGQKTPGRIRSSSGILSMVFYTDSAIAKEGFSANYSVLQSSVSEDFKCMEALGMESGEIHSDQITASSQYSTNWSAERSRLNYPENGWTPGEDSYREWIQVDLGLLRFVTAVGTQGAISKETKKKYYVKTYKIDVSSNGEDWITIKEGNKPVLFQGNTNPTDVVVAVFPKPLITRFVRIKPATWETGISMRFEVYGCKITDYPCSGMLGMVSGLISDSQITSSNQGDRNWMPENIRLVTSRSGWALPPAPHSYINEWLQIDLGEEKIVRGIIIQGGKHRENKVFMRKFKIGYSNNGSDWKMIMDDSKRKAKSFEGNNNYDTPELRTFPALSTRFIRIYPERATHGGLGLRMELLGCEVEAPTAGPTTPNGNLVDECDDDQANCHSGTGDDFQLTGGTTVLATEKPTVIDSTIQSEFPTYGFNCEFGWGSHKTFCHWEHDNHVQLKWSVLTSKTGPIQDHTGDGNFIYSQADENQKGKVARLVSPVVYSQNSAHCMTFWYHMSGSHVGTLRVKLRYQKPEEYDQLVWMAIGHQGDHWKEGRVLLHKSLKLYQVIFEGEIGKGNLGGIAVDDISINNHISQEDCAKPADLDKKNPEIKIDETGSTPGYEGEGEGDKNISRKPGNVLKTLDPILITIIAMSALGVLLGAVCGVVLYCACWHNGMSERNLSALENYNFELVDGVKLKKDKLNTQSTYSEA
DNMT1 block: human DNMT1 methyltransferase inhibitors, primary screen, biochemical, molecular beacon, fluorescence, HinP1I cleavage, uHTS | 360,000 compounds, 0.83% hits | inhibition (reported as % activation of signal), % at 10 µM | DNA (cytosine-5)-methyltransferase 1 (Homo sapiens), P26358; in the data active = inhibition above about 50%
Active calls of the source: *; i = inactive; . = no result given.

1. CCN1CCN(c2ncnc3c2cnn3-c2ccc(C)cc2C)CC1
2. O=C(OCC(=O)c1c[nH]c2ccccc12)c1ccc([N+](=O)[O-])s1
3. O=C(c1ccc(F)cc1)c1c[nH]c(C(=O)NCCCN2CCOCC2)c1
4. Cn1ncc(Cl)c1C(=O)N1CCN(C(=O)c2ccco2)CC1
5. Cn1c(NC(=O)C2CCCO2)cc(=O)n(C)c1=O (stereo not drawn)
6. CS(=O)(=O)c1nncn1-c1ccccc1
7. N#C/C(=C/Nc1ccccc1)c1ccsc1
8. Cc1cccc(NC(=O)CNC(=O)CSc2nc(N)cc(N)n2)c1C

assay / entry	1	2	3	4	5	6	7	8
Scp1 inh	10	-7	-8	-4	-12	-2	-3	1
NadD inh	3	-6	1	-2	0	5	-6	-5
Rpn11 inh	i	i	i	i	i	i	i	i
SKN-1 block	2	12	-2	7	-6	21	-6	17
SUMO1-SIM PPI	-2	34	4	-2	1	0	-8	0
LMPTP inh	-1.9	0.0	-2.2	-1.9	-1.8	-0.8	1.1	5.6
MT1-MMP act inh	0	-4	5	1	-3	0	4	2
STEP inh	-2	1	-1	2	-3	0	0	7
NRP1-CendR mod	-4	2	-1	-2	3	-1	12	4
DNMT1 block	0	14	-3	1	3	0	-2	7

Looked up by compound from the entries so far (two):
8. Cc1cccc(NC(=O)CNC(=O)CSc2nc(N)cc(N)n2)c1C
4. Cn1ncc(Cl)c1C(=O)N1CCN(C(=O)c2ccco2)CC1

assay / entry	8	4
Scp1 inh	1	-4
NadD inh	-5	-2
Rpn11 inh	i	i
SKN-1 block	17	7
SUMO1-SIM PPI	0	-2
LMPTP inh	5.6	-1.9
MT1-MMP act inh	2	1
STEP inh	7	2
NRP1-CendR mod	4	-2
DNMT1 block	7	1

(listing goes on)
9. O=C(NCCN1CCOCC1)c1ccc2c(c1)ncn2C1CCCC1
10. Cc1cc(SCC(=O)OCC(=O)NC(C)c2ccccc2)c(C)cc1Br (stereo not drawn)
11. CC1(Cc2ccc(Cl)cc2)C(=O)Nc2ccc(-c3ccc(F)c(Cl)c3)cc21 (stereo not drawn)
12. COC(=O)C1=CN(Cc2ccc(OC)c(OC)c2)C=C(C(=O)OC)C1c1ccccc1F
13. COc1ccccc1NC(=O)Nc1nc(CC(=O)NCc2ccc(F)cc2)cs1
14. CC(C)(C)NC(=O)C(c1ccccc1)N(C(=O)C1CSC(=O)C1)c1ccccc1 (stereo not drawn)
15. O=C(O)C(=O)/C(=C\c1cccc2ccccc12)c1ccc2ccccc2n1
16. Cc1ccc(O)c(NC(=O)c2cc([N+](=O)[O-])ccc2Cl)c1

assay / entry	9	10	11	12	13	14	15	16
Scp1 inh	-13	-10	.	-6	7	-1	-5	-6
NadD inh	-2	0	0	-4	-4	3	22	3
Rpn11 inh	i	i	i	i	i	i	.	i
SKN-1 block	-6	1	34	-7	-13	12	-14	2
SUMO1-SIM PPI	-2	0	3	-19	8	-1	-16	-17
LMPTP inh	-1.3	4.4	3.0	0.4	1.4	-1.8	2.6	-0.3
MT1-MMP act inh	2	2	0	0	2	-2	-19	3
STEP inh	2	0	-1	0	-3	1	0	-2
NRP1-CendR mod	-7	-16	-3	-3	-5	7	-94	-4
DNMT1 block	0	-3	-27	-4	-2	2	2	1

17. CC(Sc1n[nH]c(-c2cccs2)n1)C(=O)Nc1ccc(C(N)=O)cc1 (stereo not drawn)
18. CSc1ccc(OC2CCCCC2NS(=O)(=O)c2ccc(Cl)cc2)cc1 (stereo not drawn)
19. O=C1NCCN1c1ccccc1
20. O=C(COc1ccccc1)Nc1ccccc1F
21. O=C(CN1CCN(c2ccccn2)CC1)Nc1ccccc1Br
22. O=[N+]([O-])c1cnc(Nc2ccc(Cl)cn2)c([N+](=O)[O-])c1
23. COCCCn1c(C(=O)NCCN2CCOCC2)cc2c(=O)n3ccccc3nc21
24. CCCCn1c(N)c(C(=S)NC(=O)CC(C)C)c(=O)n(C)c1=O

assay / entry	17	18	19	20	21	22	23	24
Scp1 inh	-7	-12	-5	-7	-4	-6	-8	-1
NadD inh	-6	7	-6	-4	-8	-1	-3	4
Rpn11 inh	i	i	i	i	i	i	i	i
SKN-1 block	-3	12	-12	-2	-2	11	-4	-7
SUMO1-SIM PPI	6	0	-3	3	-1	-25	-16	6
LMPTP inh	-0.3	2.5	-0.5	-1.7	0.2	0.1	-0.4	-1.9
MT1-MMP act inh	-4	-3	-3	1	2	6	3	0
STEP inh	1	-6	-4	-2	2	4	-1	0
NRP1-CendR mod	4	1	15	0	3	4	0	1
DNMT1 block	1	-6	-2	-1	0	17	2	4

25. Cc1ccc(C(=O)N2CCOCC2)cc1Cl
26. Cc1cccc(-c2noc(-c3ccno3)n2)c1
27. Cc1ccc(/C=N/NC(=O)c2csc3c2CCCC3)cc1
28. COc1ccc([N+](=O)[O-])cc1NCc1cccc([N+](=O)[O-])c1
29. CCOC(=O)N1CCN(C(=O)CSCC(=O)N=c2sc3cc(OC)ccc3n2C)CC1
30. Cc1c(/C=N/O)c2ccccn2c1C=O
31. COc1ccc(-c2nnc(SCC(=O)NC(=O)NCc3ccccc3)o2)cc1
32. Cc1ccccc1NC(=O)CC1SC(=Nc2ccc(O)cc2)NC1=O (stereo not drawn)

assay / entry	25	26	27	28	29	30	31	32
Scp1 inh	-1	-8	4	-5	-7	-14	-1	-7
NadD inh	-1	-1	-1	-3	-4	-6	-6	-2
Rpn11 inh	i	i	i	i	i	i	i	i
SKN-1 block	-14	19	-13	7	3	-4	-16	-9
SUMO1-SIM PPI	-2	0	-7	-18	6	-13	-4	5
LMPTP inh	-0.4	1.0	0.5	1.6	4.0	-0.6	1.8	-1.2
MT1-MMP act inh	1	10	5	1	0	-4	-1	-2
STEP inh	0	0	-1	2	-3	0	-2	-1
NRP1-CendR mod	0	0	4	0	-4	-3	7	-4
DNMT1 block	2	-41	-2	1	-6	1	45	3

33. CCOC(=O)c1cnc2c(C(F)(F)F)cccc2c1N1CCN(C)CC1
34. CC(C)Cn1c(SCC(=O)NC2CCCc3ccccc32)nc(O)cc1=O (stereo not drawn)
35. Cc1cc(C(C)(C)C)cc(S(=O)(=O)Nc2ccc(O)c(C(=O)O)c2)c1C
36. Cc1c(C(=O)NCc2ccccc2)sc(=O)n1Cc1ccccc1F
37. CCN(CC)S(=O)(=O)c1ccc(Cl)c(NC(=S)NC(=O)C2CCCC2)c1
38. N#C/C(=C/C1=C(N2CCOCC2)C(=C/c2cccc([N+](=O)[O-])c2)/CC1)C(=O)Nc1ccccc1F
39. CN1CC[C@]2(CCN3CCc4c(oc5ccccc45)[C@@H]3C2)N(C)C1=O
40. CCc1ccc(/C=C2\SC(=S)N(CCCC(=O)NC3=NCCS3)C2=O)cc1

assay / entry	33	34	35	36	37	38	39	40
Scp1 inh	-5	-4	-7	.	-10	-3	-1	.
NadD inh	-5	12	-3	-3	0	21	2	22
Rpn11 inh	i	i	i	i	i	i	i	i
SKN-1 block	3	-6	6	-12	-2	83	-10	-12
SUMO1-SIM PPI	-2	-4	4	1	6	-23	2	-2
LMPTP inh	0.5	0.8	1.7	-0.4	4.0	11	-0.7	-0.7
MT1-MMP act inh	-2	-20	3	0	0	-11	2	-1
STEP inh	-1	0	-3	2	2	-2	-3	1
NRP1-CendR mod	0	6	-25	3	1	-76	7	-1
DNMT1 block	2	0	-1	1	-5	-1	0	2

Only Rpn11 inh, DNMT1 block and SKN-1 block (6 entries from above):
No.	SMILES	Rpn11 inh	DNMT1 block	SKN-1 block
33	CCOC(=O)c1cnc2c(C(F)(F)F)cccc2c1N1CCN(C)CC1	i	2	3
34	CC(C)Cn1c(SCC(=O)NC2CCCc3ccccc32)nc(O)cc1=O (stereo not drawn)	i	0	-6
35	Cc1cc(C(C)(C)C)cc(S(=O)(=O)Nc2ccc(O)c(C(=O)O)c2)c1C	i	-1	6
36	Cc1c(C(=O)NCc2ccccc2)sc(=O)n1Cc1ccccc1F	i	1	-12
37	CCN(CC)S(=O)(=O)c1ccc(Cl)c(NC(=S)NC(=O)C2CCCC2)c1	i	-5	-2
38	N#C/C(=C/C1=C(N2CCOCC2)C(=C/c2cccc([N+](=O)[O-])c2)/CC1)C(=O)Nc1ccccc1F	i	-1	83

(more compounds)
41. COCCN(C(=O)COC(=O)COc1ccc2c(c1)CCC2)c1c(N)n(Cc2ccccc2)c(=O)[nH]c1=O
42. CCC1CCCCN1C(=O)COC(=O)CSc1ccc(C(N)=O)cc1[N+](=O)[O-] (stereo not drawn)
43. COc1ccc(NC(=O)N2CCCC(C(=O)NC(C)C)C2)cc1 (stereo not drawn)
44. O=C(NNC(=O)c1ccccc1[N+](=O)[O-])Nc1ccc(Cl)cc1
45. COc1ccccc1N(CC(=O)Nc1cc(C)on1)S(=O)(=O)c1ccc(Cl)cc1
46. COC(=O)c1ccc2c(c1)NC(=O)CS2
47. CCCCc1nc2ccccc2c(=O)n1NC(=O)c1c(O)c2ccccc2n(C)c1=O
48. O=C1CN(c2ccccc2)C(=S)N1C(=O)c1ccccc1
49. COc1cccc(CNC(=O)COc2cc3c(c4oc(=O)cc(C)c24)CCC(C)(C)O3)c1
50. O=C(NCC(c1cccnc1)N1CCN(c2ccccc2F)CC1)c1ccccc1 (stereo not drawn)

assay / entry	41	42	43	44	45	46	47	48	49	50
Scp1 inh	-1	1	5	-1	0	1	-7	0	1	-12
NadD inh	1	0	-2	4	-10	-3	24	-2	-5	0
Rpn11 inh	i	i	i	i	i	i	i	i	i	i
SKN-1 block	10	-2	-4	7	1	5	3	7	15	-13
SUMO1-SIM PPI	6	-27	-2	-18	0	-2	14	1	11	0
LMPTP inh	-1.2	-1.0	2.5	-0.4	2.1	-1.2	1.1	-0.2	3.0	-1.6
MT1-MMP act inh	0	0	-4	-3	-2	-1	-15	5	8	5
STEP inh	-3	2	-2	-2	0	3	2	3	4	2
NRP1-CendR mod	8	5	20	6	5	-7	-13	-14	13	-1
DNMT1 block	0	1	-1	0	0	-1	1	4	-7	-1
